D1 ag – human D1 receptor agonism. P21728. HEK293 T-REx D1 cells, calcium flux, agonist mode. activation, % at 2 µM. 360,000 compounds, 1% hits; in the data active = activation above about 30%; also: 0% is about no effect
Target sequence (P21728 whole entry, looked up): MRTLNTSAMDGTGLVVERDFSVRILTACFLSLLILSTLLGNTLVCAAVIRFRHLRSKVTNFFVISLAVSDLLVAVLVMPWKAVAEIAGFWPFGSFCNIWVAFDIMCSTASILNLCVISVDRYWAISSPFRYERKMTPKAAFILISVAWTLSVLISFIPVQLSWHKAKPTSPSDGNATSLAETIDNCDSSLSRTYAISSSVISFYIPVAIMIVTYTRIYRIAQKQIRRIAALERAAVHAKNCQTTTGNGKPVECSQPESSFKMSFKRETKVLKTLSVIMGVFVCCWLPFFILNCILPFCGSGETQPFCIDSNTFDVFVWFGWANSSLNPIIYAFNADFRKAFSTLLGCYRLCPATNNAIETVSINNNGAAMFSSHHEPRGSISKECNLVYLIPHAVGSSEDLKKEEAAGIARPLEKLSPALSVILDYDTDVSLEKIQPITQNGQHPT
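Tetracycline-induced HEK293 TREx D1 cells, force-coupled to calcium signalling, were dye-loaded with a no-wash calcium kit. Compound was pin-added after a 10 s baseline. Fluorescence was read kinetically at 1 cycle/s for 180 s, with calcium rises flagged as agonism.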
GRP78 ERSR act – induces the endoplasmic reticulum stress response in human glioma cells | U87-MG GRP78 promoter luciferase reporter, 16 h | Potency, µM, for inactives: at the top dose activation, actives largely listed as activators | 420,000 compounds, 0.02% hits; also: potency is read from the fitted curve at half-maximal effect; series mostly up to about 76 µM; % of control where 0% means no effect; nearly all actives have a fitted effect of over 35% in size
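ERSR induction read as luciferase luminescence (Bright-Glo, 10 min at room temperature) in stably transfected human U87-MG glioma cells exposed to compounds for 16 h, using GRP78 as sensor.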
D1 antagonist – blocks dopamine activation of the human D1 receptor; P21728; HEK293 TREx D1 cells, calcium flux, dopamine EC80; active compounds read low; activity change, negative = inhibition, % at 10 µM; 360,000 compounds, 3.2% hits; in the data active = activity change below about -30%; also: % is scaled to controls: 0 for no effect and ±100 for the full control effect
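Compound effects on dopamine-evoked calcium signalling were measured in tetracycline-induced HEK293 Trex D1 cells. Dopamine at EC80 followed a 180 s compound pre-read, and fluorescence was tracked kinetically for 180 s more.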
D2 potentiator – positive allosteric modulators of human D2 dopamine receptor; HEK293 T-REx D2, calcium flux, EC20 dopamine potentiation; potentiation, % at 10 µM; 340,000 compounds, 0.34% hits;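 active = potentiation over 3 SD above the plate norm, cut at about 30% in these data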; also: 0% is about no effect
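Primary screen. Calcium kinetics in induced HEK293 T-REx D2 cells: compound pre-addition 180 s, EC20 dopamine, 180 s more.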
RXFP1 ag – activates the human relaxin receptor RXFP1 | Q9HBX9 | HEK293T-RXFP1 cAMP TR-FRET, 30 min; response scale: percent of porcine relaxin response, buffer zero | Potency, µM (highest dose often 57.5 µM), without a hit: top-dose activation, most hits filed as activators | 370,000 compounds, 0.3% hits | AID 2676; also: potency is read from the fitted curve at half-maximal effect; % is scaled to controls: 0 for no effect and ±100 for the full control effect; nearly all actives have a fitted effect of over 60% in size; many of its hits are not listed in these tables
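Agonist response is measured as cAMP accumulation in an RXFP1-transfected HEK293T line under PDE4 inhibition. Values are scaled between buffer-only and 29 nM porcine relaxin, and EC50s come from standard Hill equation fits.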
Vif-APOBEC3F blk – blocks the Vif interaction with APOBEC3F; HeLa A3F-eYFP + Vif (tagged APOBEC3F with the HIV-1 protein that degrades it), YFP fluorescence increase; Potency, µM (doses to about 46.1 µM), without a hit: at the top dose activity, negative = active; 390,000 compounds, 0.2% hits; AID 602313; also: potency is read from the fitted curve at half-maximal effect; % of control where 0% means no effect; nearly all actives have a fitted effect of over 65% in size
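HeLa cells stably expressing Vif plus C-terminally eYFP-tagged A3F were seeded, incubated overnight at 37 deg C, dosed with compound, incubated overnight again at 37 deg C. Yellow fluorescence (Ex 488/Em 500-530) reported blocked Vif-mediated A3F-eYFP degradation.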
LDHA inh – LDHA (human) enzyme inhibition; P00338; purified LDHA, NADH/diaphorase-resazurin fluorescence; active compounds read low; activity change, % (values are at about 110 or 230 µM); 480,000 compounds, 0.15% hits; in the data active = activity change below about -30%; inconclusive = mostly about -25% to -30%;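 also: plate controls were DMSO wells for no effect and wells without enzyme for full effect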
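Enzyme activity of human lactate dehydrogenase 5 (2 nM; 0.06 mM NADH, 0.2 mM pyruvate, 5 min, RT) is measured via a resazurin/diaphorase fluorescence readout of residual NADH.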
D1 PAM – potentiators of human D1 dopamine receptor. P21728. HEK293 TREx D1 cells, calcium flux, dopamine EC20 potentiation. potentiation, % at 10 µM. 360,000 compounds, 0.036% hits; in the data active = potentiation above about 30%; also: 0% is about no effect
Vif-APOBEC3G blk – inhibitors of Vif-APOBEC3G interaction. Potency, µM (highest dose often 46.1 µM), inactives show top-dose activity, negative = active, usual class: inhibitors. 410,000 compounds, 0.076% hits. HeLa A3G-eYFP + Vif (tagged APOBEC3G with the HIV-1 protein that degrades it), YFP fluorescence, overnight. Q9HC16;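 also: potency is read from the fitted curve at half-maximal effect; % is scaled to controls: 0 for no effect and ±100 for the full control effect; nearly all actives have a fitted effect of over 60% in size; hits raise eYFP signal because A3G escapes Vif-driven loss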
Target sequence (Q9HC16 whole entry, looked up): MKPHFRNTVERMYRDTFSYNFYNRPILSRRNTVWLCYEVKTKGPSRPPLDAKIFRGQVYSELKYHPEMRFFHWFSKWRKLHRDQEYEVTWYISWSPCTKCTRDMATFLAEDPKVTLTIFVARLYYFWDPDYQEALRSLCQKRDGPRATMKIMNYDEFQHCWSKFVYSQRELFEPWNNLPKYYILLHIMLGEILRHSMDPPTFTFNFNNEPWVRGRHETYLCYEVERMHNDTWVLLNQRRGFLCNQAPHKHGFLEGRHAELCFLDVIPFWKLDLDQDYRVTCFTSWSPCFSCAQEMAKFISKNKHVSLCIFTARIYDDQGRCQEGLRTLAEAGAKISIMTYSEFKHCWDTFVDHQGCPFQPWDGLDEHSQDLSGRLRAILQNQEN
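HeLa cells stably expressing Vif and C-terminally eYFP-tagged A3G, seeded overnight at 37 deg C, then exposed to compound by pintool overnight at 37 deg C. Rise in yellow fluorescence (Ex 488/Em 500-530, Acumen) marks blocked Vif-driven A3G degradation.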
An asterisk follows results filed as active; u = inconclusive; x = no result given; & = joins results of further samples. Unless noted, calls follow the shape of the dose curve; as a rule, active = well fitted curve in the direction sought with a large enough effect; inconclusive = small, poorly fitted or top-dose-only effect, or another doubt; inactive = no such curve, though single readings can be large; an effect the other way counts as inactive or inconclusive. This is a subset; rates above refer to the full screens.

[1] N=c1c(C(=O)NCC2CCCO2)cc2c(=O)n3ccccc3nc2n1Cc1ccccc1Cl (stereo not drawn)
[2] COc1cc(C(=O)NCC(=O)N/N=C(C)\C=C\c2ccccc2)cc(OC)c1OC
[3] Cc1ccc2[nH]c(C(=O)N3CCN(c4cccc(Cl)c4)CC3)cc2c1
[4] Cc1ccc([N+](=O)[O-])cc1NC(=O)C(Sc1ccccc1)c1ccccc1 (stereo not drawn)
[5] Cc1cccc(-n2c(SCC(=O)Nc3ccc4c(c3)OCO4)nnc2-c2ccoc2C)c1
[6] CCCOc1cccc(C(=O)Nc2ccc3c(c2)OCCO3)c1
[7] CCCn1cnc2cc(NC(=O)c3cccs3)ccc21
[8] O=C(CNc1ccccc1)N/N=C/c1ccc([N+](=O)[O-])o1
screen / no.,1,2,3,4,5,6,7,8
D1 ag,5,1,6,4,6,1,7,2
GRP78 ERSR act,-5%,1%,-4%,-3%,-6%,-7%,-2%,-4%
D1 antagonist,-39*,-1,-8,-5,5,2,3,5
D2 potentiator,-12,2,3,3,-5,-7,2,1
RXFP1 ag,14%,3.1%,0.1%,-6.8%,-0.2%,0.9%,1.3%,-0.6%
Vif-APOBEC3F blk,5%,5%,4%,3%,3%,0%,-1%,-6%
LDHA inh,-10,-8,-3,-4,4,-2,-2,0
D1 PAM,-2,-6,2,-5,1,-2,-1,0
Vif-APOBEC3G blk,-1%,-12%,-3%,0%,0%,-1%,-1%,-13%

[9] O=C(CC1C(=O)NCCN1Cc1ccccc1C(F)(F)F)NC1CCCC1 (stereo not drawn)
[10] CCOc1ccc(CCNC(=O)C2CCCN(S(=O)(=O)c3c(C)n[nH]c3C)C2)cc1OCC (stereo not drawn)
[11] CN(C(=O)CSc1nc2c(c(=O)[nH]1)CCCC2)c1ccccc1
[12] N#CCCN(C(=O)COC(=O)CNC(=O)C12CC3CC(CC(C3)C1)C2)c1ccccc1
[13] CCCNS(=O)(=O)c1ccc2c(c1)CCCN2C(C)=O
[14] CC(NC(=O)c1sc2ccccc2c1Cl)C1CCCO1 (stereo not drawn)
[15] CC(=O)N1CCc2cc(S(=O)(=O)N3CCOCC3)ccc21
[16] CCCC(=O)Nc1cc2c3c(c1)CCN3C(=O)CC2
screen / no.,9,10,11,12,13,14,15,16
D1 ag,2,5,5,1,2,1,1,5
GRP78 ERSR act,-6%,-2%,x,-5%,-2%,-2%,-3%,-3%
D1 antagonist,-2,11,-3,4,-1,4,-14,14
D2 potentiator,-6,1,-5,-5,-1,2,-3,18
RXFP1 ag,0.5%,0.2%,3.1%,-2.0%,-2.7%,4.5%,1.6%,-4.8%
Vif-APOBEC3F blk,-1%,3%,x,1%,x,-1%,-7%,-2%
LDHA inh,4,-3,-1,-6,-4,1,-7,1
D1 PAM,0,-2,-2,-7,1,-6,0,-3
Vif-APOBEC3G blk,1%,1%,x,-1%,2%,1%,3%,-3%

[17] Cc1cccc(C(=O)OCC(=O)NC(C)CCc2ccccc2)c1 (stereo not drawn)
[18] O=C(Cn1c2c(c(-c3ccccc3Cl)cc1=O)CCC2)NCCCN1CCOCC1
[19] O=S(=O)(c1ccc2c(c1)OCCO2)N(Cc1ccc(F)cc1)Cc1nnc(-c2cccs2)o1
[20] CC(C)(C)OC(=O)C[C@@H]1C/C=C\C[C@@H](CC(=O)N[C@@H](CO)Cc2ccccc2)C(=O)N2CCC[C@H]2COC1=O
[21] O=S1(=O)CCN(Cc2cccc(C(F)(F)F)c2)CC1
[22] CC1CC(C)CN(CC(O)COC2CC(C)CC(C)(C)C2)C1 (stereo not drawn)
[23] CN(Cc1ccc(OCC(O)CN2CCCCC2)cc1)Cc1ccnc2ccccc12 (stereo not drawn)
[24] COCCCn1c(SCC(=O)Nc2ccc(C(C)=O)cc2)nc2ccccc2c1=O
screen / no.,17,18,19,20,21,22,23,24
D1 ag,5,0,-1,x,2,x,11,2
GRP78 ERSR act,-5%,-2%,-3%,-4%,-5%,-5%,-1%,6%
D1 antagonist,-8,-23,2,x,-14,x,-3,-4
D2 potentiator,-2,4,x,x,-12,x,6,19
RXFP1 ag,0.9%,3.1%,0.6%,x,0.6%,x,-0.3%,1.8%
Vif-APOBEC3F blk,-5%,1%,x,-2%,-6%,16%,0%,5%
LDHA inh,-8,-3,-1,-1,2,0,0,-14
D1 PAM,-2,-8,0,x,0,x,-1,-11
Vif-APOBEC3G blk,-4%,-4%,-6%,-8%,0%,1%,0%,-1%

[25] CCS(=O)(=O)Nc1cccc(C2=NN(S(=O)(=O)CC)C(c3cccs3)C2)c1 (stereo not drawn)
[26] O=C(CCCC(=O)c1ccccc1)Nc1ccc(F)cc1
[27] COc1ccc(NC(=O)c2sc3nc(C)nc(N4CCOCC4)c3c2C)c(OC)c1
[28] Cc1ncc(CO)c(/C=N/NC(=O)c2ccc(O)cc2)c1O
[29] Cc1ccccc1Nc1nc(CSc2nnnn2-c2ccccc2)cs1
[30] COCCn1c(SCC(=O)NCc2ccco2)nc2cccnc21
[31] Nc1nc2c(-c3ccc(Br)cc3)nnn2c2ccccc12
[32] O=C(Nc1ccccc1)Nc1ccc(Cl)nc1Cl
screen / no.,25,26,27,28,29,30,31,32
D1 ag,2,1,-1,2,1,0,1,x
GRP78 ERSR act,-3%,6%,-5%,0%,-4%,-5%,8%,3%
D1 antagonist,2,-5,0,-15,-1,28,-17,x
D2 potentiator,6,0,12,3,-4,-9,1,x
RXFP1 ag,0.1%,5.4%,4.4%,-0.8%,1.2%,1.0%,13%,x
Vif-APOBEC3F blk,u,-31%,9%,0%,3%,1%,1%,3%
LDHA inh,1,-6,-6,5,2,-2,-5,-5
D1 PAM,-6,-10,-3,-6,-1,-3,-5,x
Vif-APOBEC3G blk,-8%,0%,1%,1%,-5%,3%,2%,-1%

[33] Cc1cccc(Nc2nc(NC(C)C)nc(Oc3ccc(=O)n(C)n3)n2)c1
[34] Cc1ccc(C2=NOC(=O)/C2=C\C=C\c2ccccc2)cc1
[35] COc1cc(NC(=O)CN2c3cccc4cccc(c34)S2(=O)=O)cc(OC)c1OC
[36] Cc1ccc(C)c2c1CCCC2=O
[37] O=C(/C=C/c1ccco1)Nc1scc(-c2ccccc2)c1C(=O)O
[38] CC(C)c1nn2c(=O)cc(COC(=O)c3cccc(NC(=O)COc4ccc(F)cc4)c3)nc2s1
[39] O=c1c2c3c(sc2[nH]c(=S)n1Cc1ccco1)CCC3
[40] Cc1ccc(NC(=O)C(C)SCc2nc3sc4c(c3c(=O)[nH]2)CCCC4)nc1 (stereo not drawn)
screen / no.,33,34,35,36,37,38,39,40
D1 ag,1,2,8,x,0,1,2,4
GRP78 ERSR act,-2%,1%,-4%,-3%,-11%,-1%,-6%,1%
D1 antagonist,12,-16,-26,x,-3,-10,-1,5
D2 potentiator,-5,8,3,x,-5,4,-7,-1
RXFP1 ag,-0.3%,-2.2%,3.2%,x,1.3%,8.5%,u,1.3%
Vif-APOBEC3F blk,-4%,1%,3%,-10%,1%,-14%,-17%,5%
LDHA inh,-4,-2,-2,-5,-4,-12,-7,1
D1 PAM,1,0,-13,x,0,-1,-4,4
Vif-APOBEC3G blk,-7%,u,3%,1%,-2%,1%,-7%,-7%

One compound at a time, from the list above. Values in the order: D1 ag, GRP78 ERSR act, D1 antagonist, D2 potentiator, RXFP1 ag, Vif-APOBEC3F blk, LDHA inh, D1 PAM, Vif-APOBEC3G blk
Shown for O=c1c2c3c(sc2[nH]c(=S)n1Cc1ccco1)CCC3 → 2, -6%, -1, -7, u, -17%, -7, -4, -7%
Shown for O=C(/C=C/c1ccco1)Nc1scc(-c2ccccc2)c1C(=O)O → 0, -11%, -3, -5, 1.3%, 1%, -4, 0, -2%

Some values from the entries so far.
GRP78 ERSR act, no. 22 = -5%
GRP78 ERSR act, no. 2 = 1%

Further compounds:
[41] O=C(O)/C=C/C(O)c1ccc(Cl)cc1 (stereo not drawn)
[42] CCS(=O)(=O)c1nc(S(=O)(=O)c2ccc(C)cc2)c(NCCCOC)s1
[43] Cc1ccc(NC(=S)NC(=O)c2ccc(F)cc2)cc1S(=O)(=O)Nc1cccc(Cl)c1
[44] CC1(C)Cc2c(C#N)c(N)sc(=S)c2CO1
screen / no.,41,42,43,44
D1 ag,1,1,14,5
GRP78 ERSR act,2%&0%&-4%,-3%,-1%,-2%
D1 antagonist,29,-9,5,-1
D2 potentiator,x,2,15,x
RXFP1 ag,-0.7%,14%,0.3%,16%
Vif-APOBEC3F blk,1%,0%,u,-9%
LDHA inh,-8,-3,-11,2
D1 PAM,-2,-2,-8,1
Vif-APOBEC3G blk,-2%,4%,-21%,0%

Two of the compounds above, as labelled records:
[42] CCS(=O)(=O)c1nc(S(=O)(=O)c2ccc(C)cc2)c(NCCCOC)s1
  D1 ag: 1	GRP78 ERSR act: -3%	D1 antagonist: -9	D2 potentiator: 2	RXFP1 ag: 14%	Vif-APOBEC3F blk: 0%	LDHA inh: -3	D1 PAM: -2	Vif-APOBEC3G blk: 4%

[41] O=C(O)/C=C/C(O)c1ccc(Cl)cc1 (stereo not drawn)
  D1 ag: 1	GRP78 ERSR act: 2%&0%&-4%	D1 antagonist: 29	D2 potentiator: x	RXFP1 ag: -0.7%	Vif-APOBEC3F blk: 1%	LDHA inh: -8	D1 PAM: -2	Vif-APOBEC3G blk: -2%

Bioassay records as filed in PubChem BioAssay.
